Screening data from PubChem.
BioA inh = BioA (M. tuberculosis) enzyme inhibition; purified M. tuberculosis BioA enzyme, plate reader; inhibition, % at 9.99 µM; 360,000 compounds, 0.096% hits; in the data active means inhibition above about 40%; inconclusive means no clear call, values can overlap the other calls
GDH-TPI inh = counter-screen for M. tuberculosis FBA inhibitors: GDH-TPI coupled enzymes. GDH-TPI coupled enzyme counterscreen, NADH absorbance. inhibition, % at 4.8 µM. 360,000 compounds, 1.2% hits. AID 588335;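 further: 0% = DMSO wells and 100% = wells lacking the enzyme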
CCHF vOTU inh = blocks the CCHF virus ovarian tumor domain protease. CCHFV vOTU protease, Pep-AMC fluorescence. inhibition, % at 11.5 µM. 370,000 compounds, 0.55% hits; further: 0% = vehicle wells with enzyme and 100% = no enzyme wells
MazEF act = activators of E. coli MazEF toxin-antitoxin RNase; AID 504720; 350,000 compounds, 0.32% hits; P0AE70; FAM/BHQ RNA-DNA oligo cleavage fluorescence, 5 h; activation, % at 20 µM; in the data active means activation above about 50%
Target sequence (P0AE70 whole entry, looked up): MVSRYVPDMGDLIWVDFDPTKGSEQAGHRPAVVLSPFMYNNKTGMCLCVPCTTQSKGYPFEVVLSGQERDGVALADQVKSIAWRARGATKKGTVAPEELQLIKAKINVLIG
DUSP3 inh = blocks human VHR1 dual specificity phosphatase; P51452; recombinant VHR phosphatase, pNPP absorbance; inhibition, % at 13.3 µM; 290,000 compounds, 0.52% hits; in the data active means inhibition above about 50%; further: some compounds called inactive have numbers as strong as hits
Mtb FBA inh = Mtb fructose-bisphosphate aldolase inhibition; purified M. tuberculosis FBA, fluorescence read-out; P9WQA3; inhibition, % at 1 µM; 360,000 compounds, 2.3% hits; in the data active means inhibition above about 27%;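 further: 0% = vehicle and 100% = reference inhibitor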
Target sequence (P9WQA3 whole entry, looked up): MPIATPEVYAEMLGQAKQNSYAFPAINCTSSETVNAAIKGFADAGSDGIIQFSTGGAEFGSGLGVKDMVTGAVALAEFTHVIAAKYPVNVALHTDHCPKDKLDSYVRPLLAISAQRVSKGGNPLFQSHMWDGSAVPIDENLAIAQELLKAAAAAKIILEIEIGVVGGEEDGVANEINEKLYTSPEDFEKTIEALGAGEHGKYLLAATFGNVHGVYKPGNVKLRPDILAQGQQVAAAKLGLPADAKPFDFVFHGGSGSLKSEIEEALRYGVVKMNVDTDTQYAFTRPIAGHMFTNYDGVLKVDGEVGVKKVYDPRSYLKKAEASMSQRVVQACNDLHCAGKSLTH
FadD28 binding = blocks FadD28 binding to the bisubstrate probe; 360,000 compounds, 0.22% hits; fluorescence polarization; inhibition, % at 12.5 µM; AID 588549; in the data active means inhibition above about 8.5%, passing the limit was not always enough; inconclusive means no clear call, values can overlap the other calls
Mtb UGM inh = Mtb UDP-galactopyranose mutase inhibition | P9WIQ1 | AID 504406 | purified UGM, fluorescence polarization probe displacement | inhibition, % at 10 µM | 320,000 compounds, 0.06% hits; in the data active means inhibition above about 10%, passing the limit was not always enough; inconclusive means no clear call, values can overlap the other calls
Rv3671c protease = inhibitors of M. tuberculosis serine protease Rv3671c; 320,000 compounds, 0.048% hits; inhibition, % at 5.96 µM; AID 2606; P9WHR9; in the data active means inhibition above about 38%;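 further: extracellular domain of Rv3671c used as enzyme; 0% = enzyme with DMSO and 100% = no enzyme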
Target sequence (P9WHR9 whole entry, looked up, the tested form may be a part): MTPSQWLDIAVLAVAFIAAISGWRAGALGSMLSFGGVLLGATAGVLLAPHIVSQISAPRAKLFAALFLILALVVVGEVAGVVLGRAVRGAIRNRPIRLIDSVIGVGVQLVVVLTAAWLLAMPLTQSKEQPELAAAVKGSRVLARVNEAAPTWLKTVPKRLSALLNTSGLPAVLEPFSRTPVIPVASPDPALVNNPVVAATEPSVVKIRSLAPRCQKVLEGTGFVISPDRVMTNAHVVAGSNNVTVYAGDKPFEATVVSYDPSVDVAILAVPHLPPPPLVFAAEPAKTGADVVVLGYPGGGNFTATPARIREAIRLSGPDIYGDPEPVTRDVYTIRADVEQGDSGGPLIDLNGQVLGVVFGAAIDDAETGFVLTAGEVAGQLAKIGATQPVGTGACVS
BoNT F protease = blocks Botulinum neurotoxin F light chain protease; Multiplex microsphere protease cleavage assay, flow cytometry; inhibition, % at 10 µM; 360,000 compounds, 0.22% hits; in the data active means inhibition above about 35%, passing the limit was not always enough; inconclusive means no clear call, values can overlap the other calls; further: plate controls were buffer without enzyme for full effect and enzyme alone for no effect
* marks the source's active call; other numbers are inactive results; & = joins results of further samples. Unless noted, no stated cut-off is given here; in the data, active means inhibition above about 30%; inactive means the rest.

For CCN(CC)Cc1nc2c(c(=O)[nH]1)C1(CCCCC1)Cc1ccccc1-2 the results were BioA inh -1.4, GDH-TPI inh -2, CCHF vOTU inh -9, MazEF act 5, DUSP3 inh -1, Mtb FBA inh -1, FadD28 binding 0.3, Mtb UGM inh 1.7, Rv3671c protease 0 and BoNT F protease -1.
Cc1c(C(=O)NNC(=O)c2csc(N3CCOCC3)n2)oc2ccccc12 was read as BioA inh -4.9, GDH-TPI inh 18, CCHF vOTU inh 0, MazEF act -8, Mtb FBA inh 6, FadD28 binding 0.3, Mtb UGM inh 0.8, Rv3671c protease -8 and BoNT F protease 3.
C/C(=N\N1C(=O)c2ccccc2C1=O)c1cccc([N+](=O)[O-])c1 was read as GDH-TPI inh -3, CCHF vOTU inh -11, MazEF act -2, DUSP3 inh -8, Mtb FBA inh 0, FadD28 binding -3.5, Mtb UGM inh -0.2, Rv3671c protease 0 and BoNT F protease -4.
For COC(=O)c1c(NC(C)=O)sc2c1CCCC2 the results were BioA inh -1.4, GDH-TPI inh 8, CCHF vOTU inh 3, MazEF act -3, DUSP3 inh 14, Mtb FBA inh 3, FadD28 binding -1.9, Mtb UGM inh -0.9, Rv3671c protease -13 and BoNT F protease -32.
`O=C(NNc1ccc(F)cc1F)C1CCC1` gave BioA inh 3.7, GDH-TPI inh 2, CCHF vOTU inh -1, MazEF act -7, DUSP3 inh 16, Mtb FBA inh -3, FadD28 binding -4.2, Mtb UGM inh -1.3, Rv3671c protease -6 and BoNT F protease -8.
Screening O=C(OCC(=O)c1c[nH]c2ccccc12)c1cc2ccccc2cc1O returned BioA inh 9.7, GDH-TPI inh 6, CCHF vOTU inh 12, MazEF act 23, DUSP3 inh 3, Mtb FBA inh 0, FadD28 binding -1.1, Mtb UGM inh -0.3, Rv3671c protease -18 and BoNT F protease -2.
`Cn1c2c(c(=O)n(C)c1=O)CN(CCc1ccccc1)CN2` gave BioA inh 3.4, GDH-TPI inh 3, CCHF vOTU inh -4, MazEF act 9, DUSP3 inh -1, Mtb FBA inh 2, FadD28 binding -1.4, Mtb UGM inh -0.1, Rv3671c protease -4 and BoNT F protease -8.
`Cc1ccc(CN2CCN(CC(C)C)C(CCO)C2)s1` (stereo not drawn) gave GDH-TPI inh 5, CCHF vOTU inh 5, MazEF act -6, DUSP3 inh -10, Mtb FBA inh 5, FadD28 binding -0.8, Mtb UGM inh 6.3, Rv3671c protease -1 and BoNT F protease 2.
CC(C)Cn1c(SCC(=O)Nc2ccc3[nH]c(=O)[nH]c3c2)nc2ccccc2c1=O was read as BioA inh -0.9, GDH-TPI inh 13, CCHF vOTU inh -1, MazEF act 0, Mtb FBA inh -1, FadD28 binding -2.2, Mtb UGM inh 3.6 and Rv3671c protease -6.
CCc1ccccc1NC(=O)c1cc(C)no1 was read as BioA inh -0.6, GDH-TPI inh -3, CCHF vOTU inh -5, MazEF act 3, DUSP3 inh -15, Mtb FBA inh -2, FadD28 binding -1.7, Mtb UGM inh 0.9, Rv3671c protease -10 and BoNT F protease -9.
Screening Cc1cccc(C(=O)Nc2ccnc(-c3cccnc3)n2)c1 returned BioA inh 4.8, GDH-TPI inh 3, CCHF vOTU inh -10, MazEF act 8, DUSP3 inh 18, Mtb FBA inh 3, FadD28 binding 0.6, Mtb UGM inh 1.9, Rv3671c protease -2 and BoNT F protease -2.
For COc1cccc(C(=O)OCCN2C(=O)c3ccccc3C2=O)c1OC the results were BioA inh 0.4, GDH-TPI inh 6, CCHF vOTU inh -4, MazEF act -1, DUSP3 inh -29, Mtb FBA inh 0, FadD28 binding -0.3, Mtb UGM inh -1.6, Rv3671c protease -2 and BoNT F protease -11.
Screening CCOc1cc(C(=O)NCc2ccco2)cc(OCC)c1OCC returned BioA inh -2.5, GDH-TPI inh 10, CCHF vOTU inh -6, MazEF act 10, DUSP3 inh 23, Mtb FBA inh 3, FadD28 binding -1.1, Mtb UGM inh 1.0, Rv3671c protease -1 and BoNT F protease inconclusive.
Cc1cc(S(=O)(=O)NCC(C)C)ccc1OCC(=O)NC1CC1 was read as BioA inh -1.2, GDH-TPI inh -1, CCHF vOTU inh 6, MazEF act 1, DUSP3 inh 14, Mtb FBA inh 0, FadD28 binding -2.8, Mtb UGM inh -2.1, Rv3671c protease -1 and BoNT F protease 8.
`O=C(Nc1ccccc1)Nc1cccn(Cc2c(F)cccc2Cl)c1=O` gave GDH-TPI inh 11, CCHF vOTU inh 9, MazEF act 6, DUSP3 inh 30, Mtb FBA inh 1, FadD28 binding -0.4, Mtb UGM inh 0.0, Rv3671c protease 5 and BoNT F protease -11.
Screening COc1ccc2nc3ccccc3nc2c1 returned BioA inh -2.7, GDH-TPI inh 26, CCHF vOTU inh -12, MazEF act -12, DUSP3 inh 21, Mtb FBA inh 10, FadD28 binding 0.0, Mtb UGM inh 2.8, Rv3671c protease -10 and BoNT F protease 17.
COc1ccc(S(=O)(=O)NCC2CCCN(Cc3cn(C)nc3C)C2)cc1 (stereo not drawn) was read as BioA inh -0.5, GDH-TPI inh -1, CCHF vOTU inh 5, MazEF act 14, DUSP3 inh 73, Mtb FBA inh -2, FadD28 binding inconclusive, Mtb UGM inh 1.1, Rv3671c protease -12 and BoNT F protease -2.
O=C(c1cccs1)N1CCN(C2CCCCC2)CC1 was read as BioA inh -0.7, GDH-TPI inh 1, CCHF vOTU inh 11, MazEF act -4, DUSP3 inh 39, Mtb FBA inh 0, FadD28 binding -3.2, Mtb UGM inh -0.1, Rv3671c protease -3 and BoNT F protease 4.
For CC(C)CNC(=S)N(CCN(C)C)Cc1cc2cc3c(cc2[nH]c1=O)OCO3 the results were BioA inh -0.8, GDH-TPI inh 25, CCHF vOTU inh -15, MazEF act -36, DUSP3 inh 26, Mtb FBA inh 11, FadD28 binding -1.0, Mtb UGM inh -0.7, Rv3671c protease -4 and BoNT F protease inconclusive.
`CCC(C)NCCCOc1ccc([N+](=O)[O-])cc1` (stereo not drawn) gave BioA inh -2.7, GDH-TPI inh 12, CCHF vOTU inh 5, MazEF act 2, DUSP3 inh 1, Mtb FBA inh 1, FadD28 binding -1.4, Mtb UGM inh 1.6, Rv3671c protease 8 and BoNT F protease -8.
COCCOC(=O)c1c(NC(=O)CN(C)c2ccccc2)sc(C(N)=O)c1C was read as GDH-TPI inh 4, CCHF vOTU inh -7, MazEF act -3, DUSP3 inh -1, Mtb FBA inh 0, FadD28 binding 0.7, Mtb UGM inh 1.0, Rv3671c protease -1 and BoNT F protease -7.
Screening COc1ccc(N2CCN(CC(=O)Nc3nnc(-c4ccccc4)s3)CC2)cc1 returned BioA inh -1.7, GDH-TPI inh 21, CCHF vOTU inh 8, MazEF act -6, DUSP3 inh 0, Mtb FBA inh -3, FadD28 binding -1.8, Mtb UGM inh 5.0, Rv3671c protease -6 and BoNT F protease -4.
Screening Cc1cc(C)c(NC(=O)OCCN2CCOCC2)c(C)c1 returned BioA inh -3.5, GDH-TPI inh 0, CCHF vOTU inh 6, MazEF act 3, DUSP3 inh 33, Mtb FBA inh 7, FadD28 binding 2.2, Mtb UGM inh 0.7, Rv3671c protease 3 and BoNT F protease 24.
Cc1ccc(OCC(=O)NNC(=O)Cn2c(=O)cnc3ccccc32)cc1 was read as GDH-TPI inh -7, CCHF vOTU inh -2, MazEF act 11, Mtb FBA inh 1, FadD28 binding -4.2, Mtb UGM inh -1.2, Rv3671c protease 6 and BoNT F protease 3.
COc1ccc(NC(=O)c2cc(OC)c(OC)c(OC)c2)cc1S(=O)(=O)N1CCCCC1 was read as BioA inh 1.0, GDH-TPI inh 0, CCHF vOTU inh 16, MazEF act 7, DUSP3 inh 37, Mtb FBA inh 1, FadD28 binding -1.8, Mtb UGM inh -3.3, Rv3671c protease -9 and BoNT F protease -2.
Screening C[C@@H]1CN([C@H](C)CO)C(=O)c2cc(Br)cnc2O[C@H]1CN(C)Cc1ccccc1 returned BioA inh 4.1&8.9, GDH-TPI inh 6, CCHF vOTU inh -2, MazEF act 5, Mtb FBA inh -3, FadD28 binding 0.4 and BoNT F protease -4.
Nn1c(COc2ccccc2F)nnc1SCC(=O)NC1CCS(=O)(=O)C1 (stereo not drawn) was read as BioA inh -0.4, GDH-TPI inh 1, CCHF vOTU inh 5, MazEF act -3, Mtb FBA inh -2, FadD28 binding -1.9, Mtb UGM inh 0.3, Rv3671c protease -6 and BoNT F protease 2.
For CCOP(=O)(O)c1ccccc1OCCOCCOc1ccccc1P(=O)(O)OCC the results were BioA inh -3.1, GDH-TPI inh -5, CCHF vOTU inh 4, MazEF act -1, DUSP3 inh 35, Mtb FBA inh -1, FadD28 binding 0.5, Mtb UGM inh 4.1, Rv3671c protease 4 and BoNT F protease -7.
For CCOC(=O)c1c(NC(=O)CC2Nc3cc(C)c(C)cc3NC2=O)sc(C)c1C (stereo not drawn) the results were GDH-TPI inh 2, CCHF vOTU inh 3, MazEF act -55, DUSP3 inh 6, Mtb FBA inh -4, FadD28 binding -1.5, Mtb UGM inh 2.1, Rv3671c protease -4 and BoNT F protease -17.
For Cc1ccc(C)c(N2N=C(C(=O)Nc3ccccc3N3CCOCC3)CCC2=O)c1 the results were BioA inh 13, GDH-TPI inh 4, CCHF vOTU inh 10, MazEF act 37, Mtb FBA inh -2, FadD28 binding -2.9, Mtb UGM inh -0.7, Rv3671c protease -3 and BoNT F protease 3.
Cc1ccc(OCc2cc(C(=O)N3CCN(C4CCCCC4)CC3)no2)cc1C was read as BioA inh -1.1, GDH-TPI inh -8, CCHF vOTU inh 15, MazEF act -9, DUSP3 inh -2, Mtb FBA inh -1, FadD28 binding -1.4, Mtb UGM inh -1.5, Rv3671c protease 4 and BoNT F protease -4.
For Cc1ccc(N2CCN(S(=O)(=O)c3ccc(C)cc3)CC2)cc1 the results were BioA inh -0.4, GDH-TPI inh 5, CCHF vOTU inh -6, MazEF act -5, DUSP3 inh 35, Mtb FBA inh -1, FadD28 binding -0.8, Mtb UGM inh 0.5, Rv3671c protease -8 and BoNT F protease inconclusive.
Screening CC(C)C[C@H](NC(=O)c1nc[nH]c1C(=O)NC(c1ccccc1)c1ccccc1)C(=O)OCc1ccccc1 returned BioA inh -1.9, GDH-TPI inh 12, CCHF vOTU inh 12, MazEF act 1, DUSP3 inh 21, Mtb FBA inh -3, FadD28 binding -3.2, Mtb UGM inh -0.2, Rv3671c protease -15 and BoNT F protease -4.
`Cc1c(NC(=O)/C(C#N)=C/c2c(N3CCCCC3)nc3ccccn3c2=O)c(=O)n(-c2ccccc2)n1C` gave BioA inh -1.7, GDH-TPI inh -5, CCHF vOTU inh 1, MazEF act -9, DUSP3 inh 8, Mtb FBA inh 4, FadD28 binding -2.0, Mtb UGM inh -2.2, Rv3671c protease -2 and BoNT F protease 7.
For Cc1cccc(C)c1NC(=O)C1(N2CCN(C(=O)c3ccco3)CC2)CCCCC1 the results were GDH-TPI inh 2, CCHF vOTU inh -2, MazEF act 1, DUSP3 inh 30, Mtb FBA inh 1, FadD28 binding -4.4, Mtb UGM inh 1.5, Rv3671c protease -1 and BoNT F protease 3.
`COc1ccc2sc(-c3ccccc3OC)c(-c3ccc(OCCN4CCCC4)cc3)c2c1` gave BioA inh -1.4, GDH-TPI inh 9, CCHF vOTU inh -1, MazEF act -6, Mtb FBA inh 0, FadD28 binding -29, Mtb UGM inh -0.7, Rv3671c protease 0 and BoNT F protease -14.
